Screening data as filed in PubChem.
EWS-Fli block: EWS/Fli-driven NR0B1 reporter inhibitors, primary screen, A673 cells, NR0B1 luciferase, luminescence, MLPCN library | inhibition, % at 12.6 µM | viability-normalised | 0.67% of 350,000 active;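 active means mean inhibition of at least 50% after viability correction, with every replicate also passing that limit; inconclusive means mean reaches 50% but only one of two replicates passes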;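 further: firefly luciferase signal divided by Alamar Blue viability fluorescence both relative to DMSO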
GSIS activator: GLuc luminescence reporter in INS-1E cells, primary screen for activators of glucose-dependent secretion of insulin. activation, % at 16.6 µM. 0.61% of 370,000 active. INS-1E GLuc reporter insulin secretion, 2-3 h;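 active means lowest replicate activation of at least 40%, so every replicate reaches that level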;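 further: 0% = median of neutral control wells and 100% = median of IBMX positive control wells; some compounds called inactive have numbers as strong as hits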
FN deposit inh: inhibitors of fibronectin matrix deposition, primary screen, AH1F cells, Alexa488-fibronectin fluorescence, plate reader | AID 743247, 2014 | 0.086% of 350,000 active | inhibition, % at 12.6 µM | AH1F fibroblasts, overnight;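 active means mean inhibition across replicates of 30% or more, regardless of how many single replicates reach that level; inconclusive means mean under 30% yet at least half of replicates reach 30%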;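 further: positive control wells lacked labelled fibronectin entirely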
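Measured by – fluorescence 485/525 nm · System – AH1F fibroblast monolayer, labelled fibronectin deposition · Amount – 10000 cells per well · Buffer or medium – serum-reduced DMEM (2% serum) · Doses – single dose, pinned · Also added – fluorescent fibronectin at 24 nM final · Schedule – 1 h cell attachment, overnight exposure to compound and label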
DENV2 CPE rescue: inhibitors of DENV2 cytopathic effect, primary screen, cell-based, plate reader, single concentration; DENV2-infected cells, cytopathic effect rescue; CPE inhibition, % at 9.99 µM; 1.7% of 350,000 active; in the data active means CPE inhibition above about 20%, passing the limit was not always enough; inconclusive means no clear call, values can overlap the other calls; tested in BHK-21 cells;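 further: 0% = median of neutral control wells and 100% = median of positive control wells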
PAX8 inh HTS: inhibitors of PAX8-driven TPO luciferase reporter, primary screen, RMG-I cells, single concentration; SteadyGlo, 24 h; inhibition, % at 12.6 µM; 1.2% of 360,000 active;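 active means mean replicate inhibition at least 60% with every replicate also reaching 60%; inconclusive means only one of the two criteria is met; inactive means mean below 60% and not all replicates reaching 60%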;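 further: luciferase light reporting Pax8 driven TPO promoter activity; plate controls were median of neutral control wells for no effect and mitoxantrone controls for full effect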
F508del corr: F508del CFTR correction, initial screen, CFBE line, single point; 0.36% of 350,000 active; CFBE cells, YFP halide quenching; stimulated with forskolin plus potentiator P3; % fluorescence drop versus neutral controls; AID 720511, 2013; activity (quench increase), % at 7.58 µM;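 active means mean added fluorescence quench of at least 8% versus neutral control, with both replicates also reaching 8%; inconclusive means only one of the mean or replicate conditions met; inactive means mean below 8% and not both replicates reaching 8%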;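 further: cells transiently co-express mutant CFTR-F508del with the halide-sensitive YFP; corrector assay measuring rescue of mutant channel to the surface after 24 h compound exposure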
miR-122 sensor: miR-122 Renilla sensor signal increase in Huh7, primary screen, miR-122 inhibitor project, cell-based, single point, plate reader; Huh7 miR-122 Renilla luciferase sensor, 48 h; neutral wells = 0, positive control = 100; activation (reporter increase), % at 12.5 µM; 0.3% of 340,000 active;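 active means mean replicate activation score at least 90 and every replicate individually at or above 90; inconclusive means only one of the two criteria met; inactive means neither criterion met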;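 further: higher luciferase means less miR-122 activity so hits act as miR-122 inhibitors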
* hit, by the source's call; ? = inconclusive; . = not tested or not shown; & = joins results of further samples; [ ] = remark or other dose. Only part of the results is shown, so the mix of outcomes need not match the whole.

Screens in order: GSIS activator | DENV2 CPE rescue | EWS-Fli block | FN deposit inh | PAX8 inh HTS | miR-122 sensor | F508del corr
- Cc1c(C(=O)c2ccccc2)c2ccccc2n1C
  38 | 5 | -11 | 3 | -9 | . | 6.5
- O=C([C@@H]1N[C@@H]2c3cccc(=O)n3C[C@@H]2[C@H]1CO)N1CCCCC1
  9 | -5 | 4 | 8 | . | . | 2.3
- CC(N)Cc1ccc(O)cc1 (stereo unspecified)
  -3&0 | 8&16 | -6&0 | . | . | . | 0.8&1.3
- CC=Cc1ccc2n(c1=O)C[C@H]1[C@H](CO)[C@@H](C(=O)OC)[C@@H]2N1CC1CCCCC1 (mixture of isomers)
  -15 | -3 | 7 | . | 12 | 0[16.7 µM] | 0.3
- O=C(N/N=C/c1c(O)n(C2CC2)c(=S)[nH]c1=O)c1ccccc1O
  -10 | . | . | 3 | 8 | . | .
- COc1cc(CN2C(=O)NC(=O)C3(Cc4cc(C)ccc4N(C)C3)C2=O)cc(OC)c1 (stereo unspecified)
  . | . | . | 3 | 24 | -2 | .
- COc1ccc(/C=C/C(=O)c2c(O)n(CCC3=CCCCC3)c(=O)[nH]c2=O)cc1
  -7 | -6 | 35 | . | -15 | . | .
- CC(=O)C1CCC2C3CC(O)C4CC(O)CCC4(C)C3CCC12C (stereo unspecified)
  . | -10 | 5 | . | . | 1 | 1.4
- COc1ccc(-n2nnnc2C(c2cccc(OC)c2OC)N2CCC(n3c(=O)[nH]c4ccccc43)CC2)cc1 (stereo unspecified)
  -12 | -15 | 7 | -10 | 30 | -9 | 1.4
- O=c1[nH]c(=O)n(Cc2ccco2)c(O)c1/C=N/N1CCCCCC1
  -4 | -4 | -3 | 2 | -19 | -3 | -3.1
- COc1ccccc1CCNC1CCCCCC1
  8 | 1 | 6 | 1 | 2 | . | 0.1
- O=C(N/N=C/c1c(O)n(CCC2=CCCCC2)c(=O)[nH]c1=O)c1ccccc1
  -13 | 7 | -9 | -9 | -4 | -3 | .
- CCC1(c2ccc(N)cc2)CCC(=O)NC1=O (stereo unspecified)
  . | ? | -8 | 0 | -4 | 5 | -0.4
- CCOc1ccc(Cl)cc1CNCCc1ccccc1F
  2 | ? | 5 | 1 | -15 | 5 | -2.6
- OCC12COC3c4ccccc4C(OC1)N32 (stereo unspecified)
  1 | . | . | 8 | 7 | -12 | .
- CCCCOCCCn1c(N)c(C(=O)OC(C)COC)c2nc3ccccc3nc21 (stereo unspecified)
  . | . | . | -8 | -1 | -1 | .
- O=C(NCc1ccc(C(=O)N2CCC3(CC2)OCCO3)cc1)c1cccc(Br)c1
  -8 | . | . | 13 | . | 6 | .
- Cc1ccc(N2C(=O)NC(=O)/C(=C/c3cnc(-c4ccccc4)nc3)C2=O)cc1C
  -2 | -8 | 5 | -7 | -15 | . | .
- CC(C)Nc1nc(Cl)nc(NC(C)C)n1
  50* | . | . | 3 | -15 | . | .
- CC1=C2CCC3C(CCC4=CC(=O)CCC43C)C2CC1 (stereo unspecified)
  . | 6 | 10 | -6 | -5 | -2 | 1.0
- COc1ccc(/C=C/C2=CCN(C)CC2)cc1
  8 | . | -31 | -4 | -32 | -6 | -3.1
- Cc1ccc(CN2C3CCCC2CC(NC(=S)NCc2ccccc2)C3)cc1 (stereo unspecified)
  -22 | 1 | 13 | . | 9 | -5 | 0.3
- COc1ccc(-c2ccc([C@@H]3[C@@H](CO)N4CCCCN(C(=O)Cc5ccccc5)C[C@@H]34)cc2)cc1
  1 | . | . | . | -24 | 1[16.7 µM] | -0.2
- COc1ccc(C(CNC(=O)Cc2ccc(Cl)c(Cl)c2)N2CCCCC2)cc1 (stereo unspecified)
  -28 | 2 | 5 | -14 | 1 | 11 | -1.4
- O=C(c1ccccc1)c1ccccc1N=Cc1c(O)[nH]c(=O)[nH]c1=O
  51 | -4 | -12 | 1 | -18 | . | 1.4
- Cc1cc(OCC(=O)NCC(O)c2ccccc2)c2c3c(c(=O)oc2c1)CCC3 (stereo unspecified)
  21 | -7 | 5 | -14 | 14 | -3 | -4.1
- Cn1c(O)c(C(=Nc2ccc(F)cc2)c2ccccc2Cl)c(=O)n(C)c1=O
  11 | -1 | -9 | -6 | 0 | . | 2.6
- COC(=O)C1=C(c2ccc(-c3ccccc3)c(F)c2)C[C@@H]2CC[C@H]1N2C(=O)NCCCOC(C)C
  . | 25* | -3 | -1 | 11 | -6 | 1.4
- O=c1[nH]c(=O)n(-c2cccc3ccccc23)c(O)c1/C=N/N1CCCCCC1
  . | -5 | 6 | -4 | 22 | . | -2.4
- C=CCOC(=O)COc1cc(C)cc2oc(=O)c3c(c12)CCC3
  . | . | . | -5 | -9 | 0 | .
- Brc1ccc(C2N3CCCN23)cc1 (stereo unspecified)
  -10 | 0 | -3 | 4 | 33 | . | -0.3
- CCCCCn1c(=O)c(C(=O)NCc2ccccc2)c(O)c2ccccc21
  -6 | -11 | 19 | -8 | 21 | . | -2.4
- COc1cc(C(=O)N2Cc3ccccc3-n3nncc3C2)cc(OC)c1OC
  0 | -4 | -6 | -4 | -16 | 2 | 2.2
- Clc1ccc(N2CCN(Cc3ccccc3Cl)CC2)cc1
  -1 | 2 | 4 | . | . | 7 | 2.5
- CCOC(=O)c1c(C=O)c2ccccc2n1Cc1ccccc1
  -2 | -10 | -13 | . | -2 | -3 | -2.1
- O=C(O)c1cccc2c1NC(c1cccc([N+](=O)[O-])c1)C1CC(Sc3ccccc3[N+](=O)[O-])C(Cl)C21 (stereo unspecified)
  -37 | 8 | 8 | -1 | 15 | -5 | -1.2
- CC(C)C12CN3CCN(CC(C3)/C1=N\O)C2
  9 | -8 | -8 | . | . | -10 | -0.6
- O=[N+]([O-])c1ccc(N2CCCC2)c(F)c1Br
  2 | -1 | 4 | 14 | -6 | -6 | 2.7
- COC(=O)C1=C(c2ccc(S(C)(=O)=O)cc2)C[C@@H]2CC[C@H]1N2C(=O)NC1CC1
  -1 | -1 | -5 | -1 | -9 | . | -1.4
- O=C1c2ccccc2-n2nnnc2C2c3ccccc3-n3nncc3CN12 (stereo unspecified)
  4 | -1 | 2 | -2 | 6 | 5 | -1.3
- COC(=O)C1=C(c2ccc(F)cc2OCc2ccccc2)C[C@@H]2CC[C@H]1N2C(=O)NCc1ccccc1OC
  -4 | 13 | 2 | 1 | -5 | -13 | -0.7
- O=[N+]([O-])c1ccc(N2CCCCCC2)c2ncccc12
  1 | -1 | -5 | 3 | 2 | -23 | -1.3
- O=c1[nH]c(=O)n(C2CCCCC2)c(O)c1C=Nc1ccc(N2CCOCC2)cc1
  -2 | -2 | 2 | 9 | 31 | 3 | 1.8
- c1ccc(CCNCc2ccccc2)cc1
  8 | . | . | 7 | 1 | . | .
- C[N+]1(CC2COC(c3ccco3)O2)CCCCC1 (stereo unspecified)
  14 | 1 | 0 | -4 | 22 | . | 1.0
- COP(=S)(OC)SCN1C(=O)c2ccccc2C1=O
  . | -4 | -1 | -1 | 13 | 3 | -1.8
- C=CCC1(CCCCC)C(=O)NC(=S)NC1=O
  -3 | -5 | -2 | 5 | 7 | . | 0.6
- CCN1CCC2(CC1)NC(=O)c1ccccc1O2
  0 | 5 | 3 | -3 | -4 | . | -10
- CCOc1ccc(N=Cc2c(O)n(-c3ccc(C)c(C)c3)c(=O)[nH]c2=O)cc1
  4 | 1 | 1 | 3 | 18 | -1 | 0.7
- O=C1/C(=C\c2cccnc2)N2CCC1CC2
  15 | -3 | 3 | 2 | 17 | . | 2.4

Record cards, as listed above. Order of values: GSIS activator, DENV2 CPE rescue, EWS-Fli block, FN deposit inh, PAX8 inh HTS, miR-122 sensor, F508del corr
O=c1[nH]c(=O)n(C2CCCCC2)c(O)c1C=Nc1ccc(N2CCOCC2)cc1 reads -2, -2, 2, 9, 31, 3, 1.8
O=C1/C(=C\c2cccnc2)N2CCC1CC2 reads 15, -3, 3, 2, 17, ., 2.4
O=[N+]([O-])c1ccc(N2CCCCCC2)c2ncccc12 reads 1, -1, -5, 3, 2, -23, -1.3
CCN1CCC2(CC1)NC(=O)c1ccccc1O2 reads 0, 5, 3, -3, -4, ., -10

(list continues)
Screens in order: GSIS activator | DENV2 CPE rescue | EWS-Fli block | FN deposit inh | PAX8 inh HTS | miR-122 sensor | F508del corr
- COc1ccc(CCNCc2ccsc2)cc1OC
  14 | 0 | 1 | 0 | 10 | 0 | 1.7
- C=CCn1c(O)c(C(CC)=NCCN2CCN(C(=S)NC)CC2)c(=O)[nH]c1=O
  -9 | 5 | -2 | 1 | -4 | . | 0.8
- COP(=O)(OC)C(NC(=O)C(C)(C)C)=C(Cl)Cl
  . | . | . | 4 | -18 | 0 | .
- COc1cccc(C(=O)C2CN(C)CC2c2ccc(Cl)cc2)c1 (stereo unspecified)
  -22 | 4 | 11 | 2 | -27 | . | 4.0
- COC(=O)C1=C(c2cccc(C#N)c2)C[C@@H]2CC[C@H]1N2C(=O)NCCCOC(C)C
  -22 | 3 | -1 | -3 | -13 | -4 | -1.0
- Cc1ccc(-c2nc(CS(=O)CC(=O)N3CCC4(CC3)OCCO4)c(C)o2)cc1 (stereo unspecified)
  . | . | . | -7 | 10 | 2 | .
- COC(=O)C1=C(c2ccc(S(C)(=O)=O)cc2)C[C@@H]2CC[C@H]1N2C(=O)NCc1ccc(C(F)(F)F)cc1
  -9 | . | 3 | -4 | 18 | -2 | 1.9
- C=CC[C@@H](C)CC(=O)C(CCCN=[N+]=[N-])SOOc1ccccc1 (stereo partly specified)
  -28 | 2 | 4 | -5 | -15 | 12 | 5.6
- CCc1nn(CC(=O)N2CCC3(CC2)OCCO3)c(=O)c2cc3ccccc3n12
  -2 | -9 | 1 | 3 | -4 | 4 | -1.1
- COc1cc(OC)c(C=O)c(OC(=O)N(C)C)c1
  -12 | . | 8 | -1 | 22 | 3 | -1.0
- CC1CC(C)OP(=O)(OCCC#N)O1 (stereo unspecified)
  -2 | -5 | -7 | 5 | -14 | -5 | -1.7
- CCOC(=O)C1=C(N)OC2=C(C(=O)CCC2)[C@]12C(=O)N(CC(N)=O)c1ccccc12
  8 | -4 | 11 | -3 | -3 | . | 0.8
- CCN(CC)c1ccc(N=Cc2c(O)n(-c3ccccc3)c(=O)[nH]c2=O)cc1
  . | -1 | 4 | 6 | 20 | . | 0.2
- O=C(Nc1nccs1)c1c(O)c2c(n(Cc3ccco3)c1=O)CCCC2
  . | -14 | 7 | -7 | 5 | 2 | -2.8
- COc1cc(C[C@@H](C)N)c(OC)cc1I
  20 | 15 | -12 | -1 | -17 | -2 | 2.5
- COC(=O)C1=C(c2cccc(OC)c2OC)C[C@@H]2CC[C@H]1N2C(=O)NCC1CC1
  26 | 1 | -18 | 14 | -11 | -1 | -2.1
- N#CC(C#N)=C(N)c1cccnc1
  -1 | . | 1 | -1 | 18 | . | -0.9
- Cc1nn(Cc2ccccc2)c(C)c1C(=O)OCC(=O)Nc1cc(S(C)(=O)=O)ccc1Cl
  1 | 1 | 1 | . | 28 | . | -2.3
- O=C(Cc1ccccc1)N1CCCCN2[C@@H](CO)[C@H](c3ccc(C#Cc4ccccc4)cc3)[C@@H]2C1
  -22 | 9 | . | -7 | 27 | -9[16.7 µM] | 1.2
- Clc1ccccc1N1CCN(Cc2ccc3c(c2)OCO3)CC1
  -13 | 1 | -9 | -8 | -22 | 3 | -3.5
- C[C@]1(O)CCC2C3CC[C@H]4C[C@@H](OC(=O)CNC(=O)CN)CC[C@]4(C)C3CC[C@@]21C (stereo partly specified)
  . | 8 | -10 | -11 | 5 | -7 | -1.1
- O=C(Cn1cnc2sc3c(c2c1=O)CCCC3)NCCC(=O)N1CCC2(CC1)OCCO2
  . | . | . | 4 | 14 | -6 | .
